Source: PubChem BioAssay (National Center for Advancing Translational Sciences (NCATS))
AID inhibitor: Primary qHTS assay for inhibitors of Activation Induced Cytidine Deaminase (AID): AID signal. Single-stranded DNA cytosine deaminase (Homo sapiens), Q9GZX7. AID deamination FRET fluorescence, UDG-coupled, 4 h. Potency, µM (series often up to 115 µM), without a hit: at the top dose activity change, negative = inhibition, usual class: inhibitors. 91,000 tested, 0.32% active. AID 1347428, 2020; further: nearly all actives have a fitted effect of over 25% in size
Target sequence (Q9GZX7 whole entry, looked up): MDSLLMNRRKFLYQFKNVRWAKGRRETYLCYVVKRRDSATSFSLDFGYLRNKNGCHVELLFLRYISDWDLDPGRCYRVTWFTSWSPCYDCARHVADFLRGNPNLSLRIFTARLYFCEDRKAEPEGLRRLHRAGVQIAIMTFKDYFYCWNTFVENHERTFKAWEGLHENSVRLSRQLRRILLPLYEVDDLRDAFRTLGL
UDG counterscr: Primary qHTS assay for inhibitors of Activation Induced Cytidine Deaminase (AID): UDG Counterscreen signal; FRET deamination/UDG coupled assay, UDG read, 4 h; 91,000 tested, 0.14% active; Uracil-DNA glycosylase; Potency, µM (top dose mostly 115 µM), for the others: at the highest dose activity change, negative = inhibition, most hits filed as inhibitors; further: nearly all actives have a fitted effect of over 65% in size
The depositor's hits bear a star; ? = inconclusive; [ ] = remark or other dose. The call rests on the fitted dose curve; in most records, active means well fitted curve in the direction sought with a large enough effect; inconclusive means small, poorly fitted or top-dose-only effect, or another doubt; inactive means no such curve, though single readings can be large; an effect the other way counts as inactive or inconclusive. On the % scale 0 is the no-effect control and ±100 the full control effect; potency means the concentration at half of the fitted maximal effect. Only part of the results is shown. The share of hits here may be higher or lower than overall.

SMILES	AID inhibitor	UDG counterscr
Cc1nn(CCCC(=O)NCc2cccc(F)c2)c(=O)c2nn(-c3ccccc3)c(C)c12	-0.1%	0.0%
COc1ccc(Cl)cc1NC(=O)c1nn(C)c(=O)c2ccccc12	-9.1%	-5.4%
CCOc1ccc(-c2cc3c(=O)n(CC(=O)NCc4ccco4)ccn3n2)cc1	1.1%	-1.9%
O=C1/C(=C/c2ccccc2)COc2ccccc21	-19.9%	-6.7%
NC(=S)NCCC[C@H](N)C(=O)O	-0.5%	2.1%
O=C(O)c1ccc(NC(=O)c2cn(-c3ccccc3)nc2-c2ccc(Br)cc2)cc1	-25.2%	-5.7%
Cc1ccccc1NCc1cccn1-c1nnc(N2CCC(C)CC2)s1	?	-15.9%
C=C(C)COc1ccc2c(C)c(CC(=O)Nc3ccc4c(c3)OCO4)c(=O)oc2c1	11.0%	-2.6%
N[C@@H](COP(=O)(O)O)C(=O)O	-7.1%	-8.4%
CN1CCN(C(=O)c2ccc3c(c2)N(Cc2ccc(F)cc2)C(=O)c2ccccc2S3(=O)=O)CC1	-4.7%	-6.5%
CCOc1ccccc1NC(=O)c1c(NCc2ccc(OC)c(OC)c2OC)sc2c1CCC(C)C2 (stereo not drawn)	-17.7%	-13.8%
CSc1ccc(C2CC(=O)Nc3c2c(=O)[nH]c2ncnn32)cc1 (stereo not drawn)	3.3%	5.1%
C#CCn1c(=O)c2c(ncn2C)n(C)c1=O	1.8%	-1.4%
CC(=O)c1c(C(F)(F)C(F)(F)F)n[nH]c1C	2.2%	1.1%
O=C(O)c1cccc(-c2ccc(F)cc2)c1	-1.8%	-1.4%
O=C(N/N=C/c1ccccc1[N+](=O)[O-])NC1CCCCC1	-10.9%	-2.3%
CCN(CC)S(=O)(=O)c1ccc(N(C)C)c(NS(=O)(=O)/C=C/c2ccccc2)c1	0.4%	5.8%
Cc1ccc(OCC(=O)Nc2ccc(Cl)c(-c3nc4ncccc4o3)c2)cc1C	-14.9%	7.7%
COc1ccc(Cc2nnc(C(=O)NCCCN3CCN(c4ccccc4F)CC3)o2)cc1OC	-3.6%	-0.8%
CCc1ccc(C(=O)CCC(=O)OCc2ccc(C#N)cc2)cc1	-18.1%	-9.4%
N#Cc1ccc(OCCn2cc(S(=O)(=O)N3CCCC3)ccc2=O)cc1	-8.2%	-5.0%
CC(C)CNC(=O)NC(=O)CSc1nc2ccccc2c(=O)n1-c1ccccc1F	0.2%	-4.7%
Cc1cnc2c(S(=O)(=O)N3CCC(NS(=O)(=O)c4ccccc4)CC3)cccc2c1	-7.4%	1.2%
Cc1cccc(-n2nc(C)c(C(=O)Nc3cc(C)ccc3C)c2-n2cccc2)c1	?	9.8%
N#Cc1nc(C2CC2)oc1N1CCN(Cc2cccc(Cl)c2)CC1	-11.6%	-4.1%
Nc1c(C(=O)Nc2ccc(OC(F)(F)F)cc2)sc2nc(-c3ccncc3)ccc12	5.1%	-5.0%
Cc1ccc(NC(=S)NNC=O)cc1Cl	-1.6%	-1.4%
Cc1ccccc1C(=O)NC(Nc1ccccc1)C(Cl)(Cl)Cl (stereo not drawn)	0.4%	2.9%
CN1CCN(CCCNC(=O)Cn2c(-c3cccs3)cc3cc(Cl)ccc32)CC1	5.4%	-5.7%
CCOc1ccccc1NC(=O)c1c(NCc2cccs2)sc2c1CCCCC2	95.4%[activator]	7.9%
COc1ccc(CNC(=O)Cc2c(C)c3cc4c(C)coc4cc3oc2=O)cc1OC	-16.8%	4.3%
Cc1nn(CC(=O)Nc2cc(F)ccc2F)c(=O)c2cccn12	-3.1%	0.2%
Cc1cn2c(=O)cc(COC(=O)c3ccc(NC(=O)c4ccc(F)cc4)cc3)nc2s1	2.4%	3.8%
CCOc1ccc(C(=O)Nc2c(C(=O)Nc3ccccc3OC)oc3ccccc23)cc1OCC	10.8%	-19.2%
COc1ccc(C(=O)NNc2ncnc3c2cnn3-c2ccc(C)c(Cl)c2)cc1	-1.2%	-8.6%
CCCn1c(NC)nc2c1c(=O)n(C)c(=O)n2C	6.1%	-3.1%
CON(C)C(=O)C(NC(=O)c1ccc(F)cc1)C(C)C (stereo not drawn)	3.5%	7.6%
CC(C)C12CN3CC(C(C)C)(CN(C1)C3c1ccc(OCc3ccccc3)cc1)C2=O (stereo not drawn)	2.1%	1.7%
Cc1ccc(-c2ccc(/C=C(\C#N)c3ccccc3)o2)cc1	0.9%	-6.5%
COC(=O)CCCNC(=O)C12CC3CC(CC(C3)C1)C2	-0.6%	0.2%
CCCCCCCNC(=S)Nc1ccccc1F	-2.4%	2.9%
CCCc1nn2c(=O)cc(COC(=O)c3ccc4c(c3)OCO4)nc2s1	49.0%[activator]	24.7%
CC1CCN(S(=O)(=O)c2ccc3c(ccn3CCC(=O)NCCCN3CCOCC3)c2)CC1	-4.9%	0.0%
Cc1cccc(NC(=O)CSc2nnc(CNC(=O)c3c(F)cccc3Cl)o2)c1C	-4.4%	11.6%
CCc1ccc(NC(=O)NCCc2c(C)nn(C)c2C)cc1	-5.1%	-27.2%
CCCCCCCCCCOc1ccc(OC(=O)c2ccncc2)cc1	-8.6%	-11.7%
COc1cc(CNC(=O)Cn2c(=O)c3c(ncn3C)n(C)c2=O)ccc1OC(F)F	3.2%	11.1%
CCOc1ccc(CN2C(=O)c3ccccc3Sc3ccc(C(=O)O)cc32)cc1	-20.7%	1.7%
COc1ccccc1OC(C)C(=O)c1cccc(Cl)c1 (stereo not drawn)	-3.4%	-5.8%
Cc1ccc(S(=O)(=O)N2CCCc3ccccc32)cc1	-17.4%	-4.5%
Cc1ccc(C2c3c(-c4cc(C)ccc4O)n[nH]c3C(=O)N2Cc2ccco2)cc1 (stereo not drawn)	7.8%	8.5%
NC1=NC(c2c[nH]c3ccccc23)n2c(nc3ccccc32)N1 (stereo not drawn)	0.4%	2.7%
Cc1ccc2cc(CN(C(=O)c3ccccc3)c3ccccc3C)c(=O)[nH]c2c1	-4.4%	33.3%[activator]
O=C(Nc1ccc(Cl)c(C(F)(F)F)c1)c1ccc(F)cc1F	-7.7%	-4.1%
Cc1ccccc1C(=O)CC(=O)c1ccccc1C	-4.0%	-0.1%
COc1ccc(NC(=O)C(C)Oc2ccc(C)c(C)c2)c2cccnc12 (stereo not drawn)	3.3%	-7.5%
CCCNC(=O)NNC(=O)c1cc(-c2ccc(Cl)cc2)nc2ccccc12	-7.5%	0.1%
CS(=O)(=O)c1ccc(Cl)c(NC(=O)c2cnccn2)c1	0.7%	-1.2%
O=C(Nc1ccc(-c2nc3ccccc3o2)c(O)c1)c1cc(Cl)ccc1Cl	-24.0%[57.5 µM]	3.4%[57.5 µM]
CCc1cccc(NC(=O)CN(c2ccc(C)cc2)S(=O)(=O)c2cccs2)c1	?	-17.0%
The list goes on.
SMILES	AID inhibitor	UDG counterscr
CC(C)Oc1ccc(C(=O)N2CCC(c3nc4ccccc4o3)CC2)cc1	?	2.8%[57.5 µM]
COc1cccc(C(=O)Nc2nc3nc(C)c(C)c(=O)n3[nH]2)c1	1.2%	2.0%
COc1cccc(NC(=O)N2CCN3CCCCC3C2)c1 (stereo not drawn)	-2.2%	-6.6%
COC(=O)c1ccc(C)c(NC(=O)N2CCc3[nH]cnc3C2c2cccc(F)c2F)c1 (stereo not drawn)	-2.8%	-0.1%
O=C(CCCn1ccc2cc(S(=O)(=O)N3CCCC3)ccc21)NCc1ccc(Cl)cc1	3.5%	-8.0%
CN1CCN(C(CNC(=O)c2cc(-c3ccccc3)on2)c2cccs2)CC1 (stereo not drawn)	-3.9%	-2.8%
O=C(COc1ccccc1)Nc1nnc(S(=O)(=O)N2CCCC2)s1	36.4%[activator]	-3.3%
COc1ccc2oc(=O)cc(CN3CCN(c4ccccc4OC)CC3)c2c1	-11.5%	-7.0%
Cc1ccc(-c2nn(CC(=O)NC3CCCC3)c3c2cnc2ccc(F)cc23)cc1C	16.2%	3.7%
COc1ccc2c(c1)CCc1c(C(=O)Nc3cc(C)ccc3O)noc1-2	3.6%	-3.1%
Cc1ccc(C)c(N2CCN(S(=O)(=O)c3c(C(=O)N4CCC(C)CC4)c(C)n(C)c3C)CC2)c1	?	-13.2%
CCC1c2ccsc2CCN1C(=O)c1nn(C)c(=O)c2ccccc12 (stereo not drawn)	-4.0%	-8.3%
COc1ccc(NC(=O)Cn2ncc3c4ccccc4n(Cc4ccccc4)c3c2=O)cc1OC	7.8%	-18.3%[57.5 µM]
CCCn1c2ccccc2c2cnn(CC(=O)NCCCN3CCCCC3CC)c(=O)c21 (stereo not drawn)	-0.6%	-3.7%
COc1cc([C@@H]2Nc3c(F)cccc3[C@@H]3C=CC[C@@H]32)cc(Br)c1OC	99.4%[activator]	-2.3%

An excerpt from above in order of length of the SMILES, smallest number first.
SMILES	AID inhibitor	UDG counterscr
COc1cccc(NC(=O)N2CCN3CCCCC3C2)c1 (stereo not drawn)	-2.2%	-6.6%
CCC1c2ccsc2CCN1C(=O)c1nn(C)c(=O)c2ccccc12 (stereo not drawn)	-4.0%	-8.3%
COc1cccc(C(=O)Nc2nc3nc(C)c(C)c(=O)n3[nH]2)c1	1.2%	2.0%
Cc1ccc(-c2nn(CC(=O)NC3CCCC3)c3c2cnc2ccc(F)cc23)cc1C	16.2%	3.7%
O=C(CCCn1ccc2cc(S(=O)(=O)N3CCCC3)ccc21)NCc1ccc(Cl)cc1	3.5%	-8.0%
COC(=O)c1ccc(C)c(NC(=O)N2CCc3[nH]cnc3C2c2cccc(F)c2F)c1 (stereo not drawn)	-2.8%	-0.1%
Cc1ccc(C)c(N2CCN(S(=O)(=O)c3c(C(=O)N4CCC(C)CC4)c(C)n(C)c3C)CC2)c1	?	-13.2%

A different layout for some results above:
Screens in order – AID inhibitor | UDG counterscr
O=C(CCCn1ccc2cc(S(=O)(=O)N3CCCC3)ccc21)NCc1ccc(Cl)cc1
→ 3.5% | -8.0%
COc1ccc(NC(=O)Cn2ncc3c4ccccc4n(Cc4ccccc4)c3c2=O)cc1OC
→ 7.8% | -18.3%[57.5 µM]

Later entries
SMILES	AID inhibitor	UDG counterscr
CC1CCN(S(=O)(=O)c2ccc3c(c2)N(CC(=O)NCCCN2CCCCC2C)C(=O)CS3)CC1 (stereo not drawn)	1.5%	-1.1%
O=c1oc2cc(O)ccc2cc1-c1nnc(Nc2cccc(Cl)c2)s1	-15.2%	-0.4%
COc1ccccc1Cc1nc2ccccc2nc1SCC(=O)N1CCCCC1	?	89.1µM*
O=C(COc1ccc(Cl)cc1)Nc1ccc(C(=O)OCc2cc(=O)n3ccsc3n2)cc1	-10.9%	-9.3%
CC(Oc1cccc(Cl)c1)C(=O)NC(C)c1ccccc1 (stereo not drawn)	4.5%	0.6%
CSCCC(NS(=O)(=O)c1cccs1)C(=O)Nc1ccc(C)c(Cl)c1 (stereo not drawn)	6.8%	-14.2%[57.5 µM]
COC(=O)c1cccnc1-n1c(=O)c2cccnc2n(CC(=O)Nc2ccc(C)cc2C)c1=O	0.0%	-4.3%
CC(C)c1ccc(NC(=O)CCS(=O)(=O)c2ccc3c(c2)CC(=O)N3C)cc1	0.0%	?
O=C(Nc1ccc(Cl)cc1)c1cnn2c1NC(c1ccccc1)=CC2c1ccccc1 (stereo not drawn)	52.8%[activator]	-17.2%
CC(C)c1ccc(C(=O)O)cc1	-2.2%	-3.3%
O=C(Cn1nnnc1-c1ccc(Br)cc1)N1CCOCC1	2.0%	-2.6%
CCCOc1ccc(C(=O)Nc2cc(-c3nc4ccccc4[nH]3)ccc2C)cc1	37.0%[activator][57.5 µM]	8.7%[57.5 µM]
Cc1ccc2nc(C)c(C(=O)N3CCC(CN(C)C(C)C)CC3)cc2c1	-0.9%	0.0%
COc1ccccc1CNC(=O)c1c[nH]c2ccc(S(=O)(=O)Nc3cc(C)cc(C)c3)cc2c1=O	-2.3%	-8.0%[57.5 µM]
COC(=O)CCC1(C(=O)OC)c2ccccc2-c2ccccc21	0.2%	5.9%
COc1cccc(NC(=O)C2CCCN(S(=O)(=O)c3ccc4[nH]c(=O)ccc4c3)C2)c1 (stereo not drawn)	8.2%	-1.4%
COc1ccc(-c2nn3c(=O)c(NC(=O)c4cccc(C)c4)cnc3o2)cc1	8.7%	7.2%
CNCC12CC3CC(CC(C3)C1)C2	12.9%	12.5%
CCOc1cc(-c2ccc(OC(=O)c3ccccc3Cl)c(OC)c2)cc(=O)c2c(C)oc(C)c12	5.5%	-3.2%
Cc1nc(SC(C)C(=O)Nc2ccccc2Cl)cc(-c2ccccc2)n1 (stereo not drawn)	-8.2%	3.7%
CCc1ccc(CCC(=O)NNc2cccc(Cl)c2)cc1	-6.0%	-0.7%
CC(=O)Nc1cccc(NC(=O)c2nccnc2-c2nc3ccccc3s2)c1	-10.3%	-12.6%
O=C(Nc1nccs1)c1csc(NC2CC2)n1	22.3%	14.3%
Cc1csc(CNC(=O)c2cnc3ccccc3n2)n1	43.6%[activator]	2.6%
Cc1ccc(C)c(OC(=O)CSc2nnc(CNC(=O)c3ccccc3)o2)c1	9.5%	12.4%
COc1ccc(CC(=O)NC(C)C2CC3CCC2C3)cc1OC (stereo not drawn)	-9.2%	-10.7%
COc1ccc(CN2C(=O)N(c3cccc(C)c3)C(=O)C2CC(=O)Nc2ccc(F)cc2)cc1OC (stereo not drawn)	-17.7%	-4.2%
CCc1ccc(NC(=O)Cn2nnc(C(=O)Nc3cc(C)ccc3OC)c2N)cc1	14.4%	2.0%
CC1CCN(c2nnc(-n3cccc3CNc3cccc(F)c3)s2)CC1	-0.2%	-11.6%
CC(C)c1cccc(C(C)C)c1NC(=O)CCn1cnc2c1c(=O)n(C)c(=O)n2C	1.0%	-2.4%
CC(=O)c1cccc(NC(=O)C2(c3ccc(C)cc3)CCCC2)c1	-28.7%	-23.2%
COC(=O)CCC(C#N)(CCC(=O)OC)c1ccc(OC)c(OC)c1	1.2%	6.0%
